Compound activity: PubChem, Fisher Drug Discovery Resource Center
mcGAS MS inh: inhibitors of mouse cGAS; inhibition, % at 12.5 µM; AID 1259397; recombinant mouse cGAS, cGAMP by RapidFire MS; Q8C6L5; 0.18% of 130,000 active;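 active means inhibition of cGAS enzyme activity at or above 60%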;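 further: enzyme stimulated by 45 bp dsDNA with ATP and GTP substrates; cGAMP share of summed cGAMP plus half ATP and half GTP signals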
Target sequence (Q8C6L5 whole entry, looked up): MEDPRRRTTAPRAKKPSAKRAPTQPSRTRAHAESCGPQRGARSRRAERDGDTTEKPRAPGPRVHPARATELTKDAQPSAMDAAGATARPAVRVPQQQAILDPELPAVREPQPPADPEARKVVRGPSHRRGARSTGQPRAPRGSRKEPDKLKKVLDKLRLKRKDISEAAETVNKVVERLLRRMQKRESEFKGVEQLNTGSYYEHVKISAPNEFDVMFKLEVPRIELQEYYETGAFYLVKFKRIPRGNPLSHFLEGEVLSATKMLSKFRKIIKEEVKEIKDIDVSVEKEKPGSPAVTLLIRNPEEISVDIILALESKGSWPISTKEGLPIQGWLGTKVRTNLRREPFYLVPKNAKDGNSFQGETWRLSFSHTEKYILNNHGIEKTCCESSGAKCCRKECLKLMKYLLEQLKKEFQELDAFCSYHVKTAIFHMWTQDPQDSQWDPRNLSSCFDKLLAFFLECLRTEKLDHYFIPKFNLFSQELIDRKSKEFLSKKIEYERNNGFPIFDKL
Starred values were filed as active, the others as inactive; & = joins results of further samples. These rows are one share of the data; rates above refer to the full screens.

SMILES	mcGAS MS inh
COc1cc(S(=O)(=O)N2CCCC2)c(OC)cc1Cl	-2
COc1cc(NC2CCN(Cc3ccccc3)C2)ncn1 (stereo not drawn)	-5
COc1ccc(F)cc1-c1c(-c2ccccc2)ncn1Cc1c(C)n[nH]c1C	-6
CC(C)CNC(=O)NC(=O)CN1C(=O)NC2(CCC(C)CC2)C1=O (stereo not drawn)	1
COn1c(=O)c(-c2ccc(Cl)cc2)[n+]([O-])c2ccccc21	2
Cc1ccccc1NC(=O)CN(C)Cc1ccc2c(c1)OCO2	-1
N#CCSCC(=O)NCC1(c2ccc(Br)cc2)CCC1	-5
N#CCSc1cccc(C(=O)O)c1	-4
CCOC(=O)C1(Cc2cccc(Cl)c2)CCCN(C(=O)c2csc(C(C)=O)c2)C1 (stereo not drawn)	-8
CCn1ccc2c(nnc3c(-c4ccc(F)cc4)c(COC)nn32)c1=O	-5
CCN(CC(C)C#N)C(=O)c1c[nH]c2c(C)cccc2c1=O (stereo not drawn)	2
CC(=O)Cn1c(CN2CCOCC2)nc2c1c(=O)n(C)c(=O)n2C	-7
CCCC(C)(C)C(=O)N1CCC1(C)C(=O)Nc1cccc(OC)c1 (stereo not drawn)	-5
Oc1cc(CCC2CCCCN2)cc(-c2nccc3occc23)c1 (stereo not drawn)	-21
COc1ccc(-c2ccc(=N)n(CCCC(=O)O)n2)cc1	-13&-7
Cc1cccc2c(=O)c(-c3ccccc3)c(NC(=O)C(C)C)oc12	-3
O=S(=O)(Nc1ccccc1OC(F)F)c1cccc2nsnc12	-25
NC(=O)[C@@H]1CC=CC[C@@H]1NC(=O)C1(Oc2ccc(Cl)cc2)CCNCC1	-18
CCOc1cc(/C=C2\C(=N)N3N=CSC3=NC2=O)ccc1OS(=O)(=O)c1ccccc1	18
COC(=O)C(C)(C)NS(=O)(=O)/C=C/c1ccccc1Cl	-13
Cc1ccc(NC(=O)CC(=O)N2C[C@@H](C)O[C@@H](C)C2)cc1Cl	-22
Cc1nc(-c2ccc(S(=O)(=O)N3CCCC3)cc2)cs1	-3
O=C(NCCSCc1ccccc1)C1=CN2CCS(=O)(=O)N=C2C=C1	-3
Cc1cc(C)cc(CCC(=O)N2CCCC(CCC(=O)NCc3ccccc3F)C2)c1 (stereo not drawn)	-1
c1ccc(NC2Cc3ccccc3C2)cc1	1
O=C(CCC(=O)N1CCN(C(=O)c2ccccc2)CC1)c1ccc(Cl)s1	-5
O=C(C1CC1)N1CCC(C(=O)N2CCCC2c2ccccc2Cl)CC1 (stereo not drawn)	-1
O=C(O)CSCc1ccc(Br)cc1F	1
Cc1ccc(NS(C)(=O)=O)c(C(=O)NCc2ccccc2C)c1	-10
O=C(CSc1nnc(-c2cccs2)n1C1CC1)Nc1ccnn1C1CCCC1	-9
Cc1cc(C)n(C(C)C(=O)N2CCC(CCC(=O)Nc3ccccc3)CC2)n1 (stereo not drawn)	6
O=C1C[C@H]2CC[C@@H](CN1)N2CCn1c(=O)oc2ccccc21	-8
CN(C)C1(CNC(=O)c2cc(F)ccc2Br)CCCC1	-7
CC(C)(C)c1nnc(N2CCCC2)[nH]c1=O	-10
Clc1ccc2nc(COc3ccccc3Br)cn2c1	-7
Cc1ccc(C(=O)Oc2c(CN3CCN(C)CC3)cc(Cl)c3cccnc23)cc1	-3
c1cncc(COC2CCN(Cc3ccc(-c4cccnc4)cc3)CC2)c1	-29
CC(C)n1cc(Br)cc1C(=O)N1CCc2[nH]ncc2C1	-1
Cc1ncoc1C(=O)N1CCCC(C(=O)c2ccc3c4c(cccc24)CC3)C1 (stereo not drawn)	-4
O=C(CC1CC2CCC1C2)NC12CC3CC(CC(C3)C1)C2 (stereo not drawn)	-3

As entered above.
Entry for CC(C)n1cc(Br)cc1C(=O)N1CCc2[nH]ncc2C1 in mcGAS MS inh: -1
Entry for Clc1ccc2nc(COc3ccccc3Br)cn2c1 in mcGAS MS inh: -7

More entries.
SMILES	mcGAS MS inh
CCNC(=O)[C@@H]1C[C@H](N)CN1C(=O)CCc1ccc(C)c(C)c1	-12
COc1ccc(-c2noc(-c3ccc(OC)cc3OC)n2)cc1	3
O=C(CSC1=NS(=O)(=O)c2ccccc2N1)NC1CCCCC1	-3
CC(CCS(C)=O)NCc1csc(C(C)C)n1 (stereo not drawn)	0
O=c1ccc(-c2cccnc2)nn1CCNS(=O)(=O)c1ccc(OC(F)(F)F)cc1	-1
CCn1cc(CC(=O)NC(C#N)C2CCCCC2)c2ccccc21 (stereo not drawn)	-6
COc1cccc(-c2[nH]ncc2C(=O)N2CCC3(CCCN(C)C3=O)C2)c1 (stereo not drawn)	-8
O=C(c1ccc(Cn2nc3ccccn3c2=O)cc1)N1CCN(Cc2ccc(Cl)nc2)CC1	-3
Cn1cnnc1C1CCN(Cc2cc3n(n2)CCCNC3)CC1	0
COc1ccc(NC(=O)c2nc(Cl)ccc2Cl)cc1OC1CCCC1	2
O=C(Cn1cnc2c(cnn2C2CCS(=O)(=O)C2)c1=O)N1CCCc2ccccc21 (stereo not drawn)	-5
Cc1ccc(C)c(OCC(=O)NC(C)c2n[nH]c(=O)[nH]2)c1C (stereo not drawn)	-15&3
N#Cc1ccc(C=NNS(=O)(=O)c2ccc(Br)cc2)cc1	-5
Cc1cc(-n2c(C)cc(C(=O)Cn3cnc4sccc4c3=O)c2C)no1	1
COC(=O)N=Nc1c(O)[nH]c2ccccc12	-4
COc1cccc(CN2CCCC3(CCN(C(=O)c4oc(C)cc4C)C3)C2)c1 (stereo not drawn)	-10
O=C(NS(=O)(=O)CC1CCCCO1)c1cc(F)cc(F)c1 (stereo not drawn)	-13
Cc1nn(CC(C)NCCS(=O)(=O)N(C)C)c(C)c1Cl (stereo not drawn)	-18
O=C(/C=C/c1ccco1)NCCC(=O)Nc1nncs1	-22
Cc1nn(Cc2ccccc2)c(Cl)c1CN1CCC(C(N)=O)C1 (stereo not drawn)	-8

Arranged by SMILES length (descending): some entries from above
SMILES	mcGAS MS inh
O=C(CCC(=O)N1CCN(C(=O)c2ccccc2)CC1)c1ccc(Cl)s1	-5
Cc1cc(-n2c(C)cc(C(=O)Cn3cnc4sccc4c3=O)c2C)no1	1
N#Cc1ccc(C=NNS(=O)(=O)c2ccc(Br)cc2)cc1	-5
O=S(=O)(Nc1ccccc1OC(F)F)c1cccc2nsnc12	-25
N#CCSc1cccc(C(=O)O)c1	-4

Next results.
SMILES	mcGAS MS inh
CC(C)c1cc(CN(C)C(=O)c2ccc(NC(=O)C3CCC3)cc2)no1	-10
Cc1nc2n(n1)C(=O)C(C(c1ccc(C(C)C)cc1)N1CC(C)OC(C)C1)S2 (stereo not drawn)	-5
Cc1ncc(CN2CCC(CO)(Cc3ccccc3)CC2)s1	-12
COc1cc(-c2nc(Cn3ccnc3-c3ccccn3)c(C)o2)cc2c1OCO2	-19
O=C1NCCCCC1NCc1cccc(-c2ccccc2)c1 (stereo not drawn)	-9
O=C(Cc1ccc(F)cc1)NNS(=O)(=O)c1cccc(Br)c1	-8
O=C(Nc1ccc2c3c(cccc13)CC2)c1ncn[nH]1	-5
COc1ccc(Nc2nc(NCc3cccnc3)nc3[nH]ncc23)cc1	-5
COc1ccc(C)cc1NC(=O)CN1C(=O)NC(C)(c2ccco2)C1=O (stereo not drawn)	-13
O=C(C=Cc1cccs1)Nc1ccc2c(c1)OCO2	0
CCOC=C(C#N)c1nc(C)cs1	6
Nc1ccc(S(=O)(=O)Nc2ccc(I)cc2)cc1	-13
O=c1cc(CSc2ncnc3ccccc23)nc2ccc(Br)cn12	-6
CCC1(C)OC(=O)N(CCCn2ccnc2C)C1(C)O (stereo not drawn)	-35
Cn1c(SCC(=O)NC(=O)NC2CCCC2)nnc1-c1ccco1	-4
COCCN(CC1CCN(Cc2ccccc2OC)CC1)C(=O)c1ccc(F)cc1Cl	-7
O=C(Cn1nc2nc(Nc3ccc(F)cc3)ccn2c1=O)Nc1cc(F)ccc1F	-2
O[C@@H]1C[C@H]2CN(CC(c3ccccc3)c3ccccc3)C[C@H]2C[C@@H]1O	-11
CCC1COCCN1C(=O)Nc1ccc(C(C)(C)C#N)cc1 (stereo not drawn)	-8
CC(C#N)Sc1ncnc2sc3c(c12)CCC3 (stereo not drawn)	-39
CC(C)c1cc(C(=O)N2CCN(C)C(c3ccccc3)C2)n[nH]1 (stereo not drawn)	-23
CCc1ccc(CN2CCCC(CNC(=O)c3cccc(OC)c3OC)C2)o1 (stereo not drawn)	-4
COc1cc(C(=O)NCCn2nc(C)c(Cl)c2C)ccc1O	-9
CCCN1CCCN(C(=O)c2ccc3nc(C)c(C)nc3c2)CC1	-6
COc1ccc(CN2CCN(CC(O)COc3cc(Cl)ccc3Cl)CC2)cc1 (stereo not drawn)	1
O=C(O)c1ccc(NS(=O)(=O)c2sccc2Br)cc1Cl	-30
Clc1cccc(N2CCN(C3CCCN(Cc4cccnc4)C3)CC2)c1 (stereo not drawn)	-1
O=C1OCC2(CCN(c3nccc(C4CCCC4)n3)CC2)O1	-12
CC1=CC[C@@H]2CN(C(=O)CCn3nnc4ccccc43)C[C@@H]2C1	7
CCc1nc(SC2CCN(c3ccc(Cl)cc3)C2=O)n[nH]1 (stereo not drawn)	-9
Cc1nc(CC(=O)n2cc(C(=O)c3cc(F)ccc3O)cn2)cs1	0
Cc1cc2nc(C=Cc3cc4c(cc3[N+](=O)[O-])OCO4)sc2cc1C	-11
CC(C)=CCC[C@](C)(O)C1CC=C(C)CC1 (stereo partly drawn)	-9
Oc1ccccc1N1CCN(Cc2csc(C3CCCC3)n2)CC1	14
O=[N+]([O-])c1ccc(NNC(=S)Nc2ccccc2)cc1	-17
O=C(Cn1cnc2c(cnn2C2CCS(=O)(=O)C2)c1=O)c1ccc(Cl)cc1 (stereo not drawn)	-10
Nc1c(Cl)ncnc1NC1CCCC1	-8
Cc1sc2nc(CCN)nc(N3C[C@H]4CC[C@H]3C4)c2c1C	-16
CCOC(=O)C(C)Sc1nc2c(c(=O)n1-c1ccccc1)SCC2 (stereo not drawn)	-5
CCN(CC)Cc1oc(CO)cc(=O)c1O	2

Part of the list above, with each value named:
O=[N+]([O-])c1ccc(NNC(=S)Nc2ccccc2)cc1
  mcGAS MS inh: -17

O=C(Cn1cnc2c(cnn2C2CCS(=O)(=O)C2)c1=O)c1ccc(Cl)cc1 (stereo not drawn)
  mcGAS MS inh: -10

Nc1c(Cl)ncnc1NC1CCCC1
  mcGAS MS inh: -8

Later entries
SMILES	mcGAS MS inh
Cc1nc2n(n1)C(=O)C(C(c1ccc(F)cc1)N1CCC3(CC1)OCCO3)S2 (stereo not drawn)	-7
CN(C)C(=O)NC1CCS(=O)(=O)C1 (stereo not drawn)	44
CCCCCn1c(N2CCN(Cc3ccccc3)CC2)nc2c1c(=O)[nH]c(=O)n2C	-4
CC(SCc1cccc(S(=O)(=O)N(C)C)c1)C(=O)N(C)c1ccccc1 (stereo not drawn)	-10
Cc1nn(C)c(C)c1NC(=O)C(C)NS(=O)(=O)c1ccc(Cl)c(Cl)c1 (stereo not drawn)	0
CC(C)(C)c1cc(CN2CCCN(C(=O)c3ccco3)CC2)[nH]n1	-5
Cc1nc2nc(=S)[nH]n2c(C)c1CC(=O)O	15
O=C(CSc1nnc(CNC(=O)c2cccs2)o1)NCc1ccco1	-4
O=C(NCCN1CCCCC1)C1CCCN1C(=O)C1CCCCC1 (stereo not drawn)	-17
O=C(NCC1(c2ccccc2)CCOCC1)C1CCOC1 (stereo not drawn)	-4
Cc1cc(C)cc(N2CCN(Cc3ccc4ncccc4c3)CC2=O)c1	-11
c1ccc(Sc2c(-c3ccccc3)nc3ncccn23)cc1	3
CNS(=O)(=O)c1ccc(C(=O)N2CCCC2c2ccc3c(c2)OCCO3)cc1 (stereo not drawn)	0
CN(Cc1nnc(-c2ccccc2)o1)C(=O)c1onc2ccccc12	-21
O=C(COc1ccc(N2CCN(c3ccccn3)CC2)nn1)N1CCOc2ccccc2C1	-6
CCn1ccc(C(=O)N(Cc2ccc(SC)cc2)C2CC2)n1	-10
O=C1CSC2=NCN(c3ccc(Cl)cc3)CN12	-9
COc1nc(NC(C)=O)cc(=O)n1C	-8
CCCCc1nnc(-c2cc3ccccc3[nH]2)o1	-4
Cc1cc(C2CCC2)nc(N2CCC3(CCN(C)CC3)C2)n1	-2
O=C(O)c1cc(-c2ccccc2Cl)nn1-c1ccc(Cl)c(Cl)c1	5
COc1ncccc1C(=O)N1CCC(Cn2cc(-c3ccccc3)nn2)CC1	-3
Cn1cnc(S(N)(=O)=O)c1Cl	-8
Cc1nnc(CN(C)C(C)C2CC2)o1 (stereo not drawn)	-5
O=c1ccn(Cc2nc3c(s2)CCCc2ccccc2-3)c(=O)[nH]1	-12&-3
CCOC(=O)c1c(C)[nH]c(-c2nc(N3CCN(C)CC3)sc2C)c1C	-7&-1
Cc1cc(C)nc(-c2ccc(CO)cc2)n1	-8
CCCC(=O)N1CCC1(C)C(=O)NCc1ccccc1SC (stereo not drawn)	-10
COc1ccc(C(=O)NC2CCCc3c2cnn3-c2ccc(F)cc2F)c(OC)n1 (stereo not drawn)	-4
O=C(c1ccccc1C1CCNC1)N1CCOc2ccc(Cl)cc2C1 (stereo not drawn)	-13
Cc1cc(C)cc(CSc2nnc(N)s2)c1	-6
COc1cc(S(=O)(=O)NCc2ccco2)ccc1I	3
